# HepG2 tox: counter-screen for TGF-b inhibitors: cytotoxicity in HepG2 cells | 410,000 tested, 0.76% active | HepG2 CAGA-GFP viability, ATP luminescence, 18 h | AID 588856 | Potency, µM (top dose mostly 46.1 µM), without a hit: at the top dose activity change, negative = cytotoxicity, most hits filed as cytotoxic; note: potency is the fitted concentration of half-maximal effect; some results filed as inactive show a strong effect at the top dose
#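 CellTiter-Glo luminescence gave cytotoxicity after 18 hours at 37 degrees C. The cells were HepG2 CAGA-GFP in 1% FBS DMEM, stimulated with 500 pg/mL TGF-beta after compound addition. %Activity was normalised to no-cell wells (complete cell-killing) and DMSO (no toxicity), and curves were fitted and classified.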
# IL2 activator: activates IL-2 in a cell-based reporter assay; IL-2 activation reporter assay, cell-based qHTS; stimulated with anti-CD3/CD4/CD28 beads; in transgenic mouse T cells; activation, % (series mostly up to about 46 µM); 360,000 tested, 0.065% active; in the data active = activation above about 50%; inconclusive = mostly about 30% to 49%; note: 0% is about no effect
#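 Using fluorescent plate cytometry, EGFP and DsRed are detected in transgenic mouse T cells stimulated 18 h at 37 degrees C with antibody-coated beads after 60 min compound pretreatment.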
# A549 tox: A549 cytotoxicity, counter-screen for Nrf2 inhibitors; A549 ARE-Fluc cells, CellTiter-Fluor viability, 18-24 h; Potency, µM (titrated, usually from 46 µM), without a hit: top-dose activity change, negative = cytotoxicity, most hits filed as inhibitors; 390,000 tested, 0.16% active; AID 504648; note: potency is the fitted concentration of half-maximal effect; % is set by controls: 0 for no effect and ±100 for the full control effect
#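 A549 ARE-Fluc cells in 5% FBS OPTI-MEM, 5000 cells/well, rested 2 h then exposed to compounds in concentration-response for 18-24 h at 37 °C. Viability by CellTiter-Fluor fluorescence (Ex 405/Em 525) after 30 min; luciferase luminescence (BugLite, 15 min, RT) read afterwards.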
# TGFb SMAD3 inh: blocks TGF-b signaling; Potency, µM (titrated, usually from 46.1 µM), without a hit: at the highest dose activity, negative = inhibition, most hits filed as inhibitors; 410,000 tested, 1.2% active; HepG2 CAGA-GFP TGF-b/SMAD3 reporter, GFP fluorescence, 18 h; TGF-beta stimulated, 500 pg/mL final; note: potency is the fitted concentration of half-maximal effect; % is set by controls: 0 for no effect and ±100 for the full control effect; nearly all actives have a fitted effect of over 65% in size
#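 GFP signal (ex488/em500-530) from TGF-beta-stimulated HEPG2 CAGA-GFP cells, 500 pg/mL final, 18 h at 37 degrees C in DMEM plus 1% FBS, normalized to unstimulated and DMSO-stimulated controls.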
# EPAC2 ag: agonists of human EPAC2 (RAPGEF4); EPAC2 activation, biochemical qHTS; response scale: 100% = 6.5 mM cAMP response; Potency, µM (top dose mostly 154 µM), for the others: at the highest dose activation, actives largely listed as activators; 360,000 tested, 0.079% active; note: potency is the fitted concentration of half-maximal effect; nearly all actives have a fitted effect of over 50% in size
# Target sequence (Q8WZA2 whole entry, looked up): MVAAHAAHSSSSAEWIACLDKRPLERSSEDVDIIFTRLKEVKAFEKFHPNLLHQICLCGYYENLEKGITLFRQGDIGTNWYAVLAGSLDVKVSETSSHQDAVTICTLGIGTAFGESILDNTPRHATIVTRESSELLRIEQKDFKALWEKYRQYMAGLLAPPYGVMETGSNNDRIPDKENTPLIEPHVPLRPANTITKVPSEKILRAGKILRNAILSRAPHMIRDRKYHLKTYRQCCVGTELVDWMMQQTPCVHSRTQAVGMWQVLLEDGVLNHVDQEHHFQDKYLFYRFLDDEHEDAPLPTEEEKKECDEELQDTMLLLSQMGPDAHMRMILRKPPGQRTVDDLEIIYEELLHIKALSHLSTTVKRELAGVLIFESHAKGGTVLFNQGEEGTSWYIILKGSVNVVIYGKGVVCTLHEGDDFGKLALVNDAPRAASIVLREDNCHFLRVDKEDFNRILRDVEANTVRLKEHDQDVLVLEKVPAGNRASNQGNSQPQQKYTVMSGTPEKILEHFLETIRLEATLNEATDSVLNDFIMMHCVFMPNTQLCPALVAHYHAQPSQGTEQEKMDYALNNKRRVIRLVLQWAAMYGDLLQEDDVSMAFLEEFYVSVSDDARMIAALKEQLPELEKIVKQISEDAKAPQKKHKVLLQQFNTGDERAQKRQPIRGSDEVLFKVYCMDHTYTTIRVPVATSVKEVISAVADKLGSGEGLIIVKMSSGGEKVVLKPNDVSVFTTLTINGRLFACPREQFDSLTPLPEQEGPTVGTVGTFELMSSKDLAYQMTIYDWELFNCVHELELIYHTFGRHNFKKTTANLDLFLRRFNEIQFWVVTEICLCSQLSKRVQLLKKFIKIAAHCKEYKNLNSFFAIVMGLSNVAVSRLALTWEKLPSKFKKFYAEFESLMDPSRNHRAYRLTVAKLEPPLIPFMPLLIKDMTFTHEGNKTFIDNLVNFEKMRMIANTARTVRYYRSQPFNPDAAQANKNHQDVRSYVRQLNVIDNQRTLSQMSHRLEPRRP
#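 In this primary screen, activation is scored as increased exchange of BODIPY-GDP from Rap1B by 100 nM EPAC2, with 50 uM GDP as competitor. Signal is normalized to the 6.5 mM cAMP agonist control.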
# Nrf2 inh: blocks Nrf2 signaling | A549 ARE-Fluc reporter, luciferase luminescence, 18-24 h | Potency, µM (titrated, usually from 46 µM), for inactives: top-dose activity change, negative = inhibition, actives largely listed as inhibitors | 360,000 tested, 2.1% active | AID 504444; note: potency is the fitted concentration of half-maximal effect; % is set by controls: 0 for no effect and ±100 for the full control effect; nearly all actives have a fitted effect of over 60% in size
#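 A549 ARE_Fluc cells (5000/well, 5% FBS OPTI-MEM) pre-incubated 2 h, then treated with compounds 18-24 h at 37C/5% CO2 in concentration-response. CellTiter-Fluor viability read first; BugLite luciferase luminescence after 15 min at room temperature gives Nrf2 activity.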
# ATXN2 expr inh: reduces ATXN2 reporter expression in HEK-293 cells. HEK-293 ATXN2-luciferase reporter, luminescence, 24 h. Potency, µM (highest dose often 57 µM), without a hit: top-dose activity change, negative = inhibition, usual class: inhibitors. 360,000 tested, 0.72% active; note: potency is the fitted concentration of half-maximal effect; % is set by controls: 0 for no effect and ±100 for the full control effect; nearly all actives have a fitted effect of over 55% in size
#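 ATXN2-luciferase reporter cells (luciferase flanked by upstream and downstream ATXN2 gene portions) were treated 24 h at 37 °C with compounds at up to 57 uM. SteadyGlo luminescence gave expression; GF-AFC fluorescence gave viability.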
# Nrf2 activator: activators of Nrf2 (ARE) signaling | Potency, µM (titrated, usually from 46.1 µM), for inactives: top-dose activation, hits mostly activators | AREc32 ARE-luciferase reporter (MCF7-derived line), luminescence, 24 h | 410,000 tested, 0.31% active; note: potency is the fitted concentration of half-maximal effect; % of control where 0% means no effect; nearly all actives have a fitted effect of over 65% in size
#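 ARE-driven firefly luciferase activity in AREc32 cells measured after a 24 hr compound exposure at 37 deg C, using Steady-Glo reagent and a 30 min room-temperature hold.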
# S2 tox: viability counter-screen for ATXN expression inhibitors; S2 cells (HEK-293 line with an ATXN2-luciferase reporter) viability, CellTiter-Fluor protease fluorescence, 24 h; Potency, µM (series often up to 56.7 µM), usual class: cytotoxic; 400,000 tested, 0.49% active; AID 651635; note: potency is the fitted concentration of half-maximal effect; nearly all actives have a fitted effect of over 40% in size
# Active calls of the source: *; i = inactive; ? = inconclusive; . = not tested or not shown; [ ] = dose if it differs, or a comment. Unless noted, calls come from the whole dose curve; as a rule, active = well fitted curve in the direction sought with a large enough effect; inconclusive = small, poorly fitted or top-dose-only effect, or another doubt; inactive = no such curve, though single readings can be large; an effect the other way counts as inactive or inconclusive.
SMILES,HepG2 tox,IL2 activator,A549 tox,TGFb SMAD3 inh,EPAC2 ag,Nrf2 inh,ATXN2 expr inh,Nrf2 activator,S2 tox
COc1ccc([N+](=O)[O-])cc1NC(=O)C(C)OC(=O)c1ccccc1C(=O)c1ccc(Cl)cc1 (stereo not drawn),14%,-1.2,-2%,-2%,-2%,11%,-6%,?,i
O=C(NCc1ccc(F)cc1)c1cccnc1,15%,-0.1,0%,7%,-5%,-9%,-3%,-0.8%,i
O=C(O)Cc1c(C(=O)O)nnn1-c1ccc(Cl)cc1Cl,8%,-0.6,2%,8%,3%,5%,2%,-0.2%,i
O=C(O)c1ccccc1SCc1nc2ccccn2c1Br,29%,0.6,4%,-2%,14%,-1%,.,0.0%,i
CC(=O)C1=CCC(c2ccccc2)N(S(=O)(=O)c2cccc(C)c2)C1 (stereo not drawn),-9%,-0.9,.,?,8%,.,-15%,11%,i
COC(=O)C1CCN(c2cc(=O)n(-c3ccccc3Cl)c(=O)[nH]2)CC1,2%,-0.1,-3%,?,2%,.,1%,0.6%,i
COc1ccc(C2C=C3CNS(=O)(=O)C3CC2OC(=O)c2cccs2)cc1 (stereo not drawn),-11%,.,?,?,.,?,.,.,.
CCOC(=O)C1=C(C)NC(=O)NC1c1ccc(Br)s1 (stereo not drawn),-40%,-1.2,1%,36%[activator],-9%,-1%,-5%,-0.8%,i
Cc1cc(C)nc(Nc2nc3ccccc3[nH]2)n1,-24%,-0.8,-12%,-1%,-9%,?,27%,1.7%,i
C=CCn1c(COc2cccc3cccnc23)nnc1SCC(=O)O,5%,-0.6,-11%,-19%,4%,.,-8%,0.2%,i
O=Cc1ccc(C(=O)OCC(=O)Nc2ccc(F)cc2F)cc1,-5%,0.4,-3%,13%,3%,1%,15%,-0.9%,i
S=c1[nH]nc(Cc2ccccc2)n1-c1cccc2ccccc12,4%,-3.0,-2%,-9%,2%,?,3%[11.3 µM],0.0%,i
COc1ccc(C(=O)NCC(=O)OCC(=O)NC2CCCCCC2)cc1OC,-12%,2.6,-3%,15%,-1%,6%,.,-0.4%,i
O=C(CN1C(=O)C(c2ccc(F)cc2)=NC12CCCC2)Nc1ccc(F)cc1,1%,-4.7,-11%,-3%,16%,?,-30%,0.3%,?
Cc1oc(-c2ccc(Cl)cc2)nc1CN1CCCC(C(=O)N2CCOCC2)C1 (stereo not drawn),-10%,12,0%,-19%,7%,?,11%,3.6%,i
COc1ccc(C(=O)/C=C/c2ccccc2OC)c(OC(=O)c2ccc([N+](=O)[O-])cc2)c1,-99%,-1.8,-15%,0%,1%,-1%,1%,?,?
COC(=O)C1(C)NC(c2cccc(C)c2)C2C(=O)N(c3ccccc3)C(=O)C21 (stereo not drawn),-40%,1.1,.,-26%,28%,.,.,-0.3%,i
CC(=O)c1cc(-c2ccc(F)cc2)n(CC(=O)NCc2ccc(C)cc2)c1C,-3%,.,11%,0%,.,.,.,0.5%,.
COc1ccc(C2/C=C\CN(S(=O)(=O)CC34CCC(CC3=O)C4(C)C)CC(=O)N2Cc2ccc(F)cc2)cc1 (stereo not drawn),-1%,.,-2%,-4%,.,-7%,.,.,.
CC(C)c1cccc(C(C)C)c1NC(=O)COC(=O)C1=COCCO1,-10%,1.8,11%,0%,12%,2%,.,0.1%,i
CCCn1c(=O)c2ccccc2n2c(SCCOc3ccccc3F)nnc12,-16%,2.2,-5%,-1%,9%,?,-7%,-1.0%,?
COc1ccc(Cc2nnc(NC(=O)c3ccc(OC)cc3OC)s2)cc1,-50%,-0.8,11%,?,-5%,13%,27%,3.2%,i
CN(C)CCNC(=O)c1cc2cc(Br)ccc2oc1=O,-17%,-2.7,15%,2%,5%,.,1%,0.9%,i
O=C1NCCCN1C1OC(CO)C(O)C1O (stereo not drawn),13%,-0.6,.,4%,5%,.,.,-0.4%,i
COc1ccc(NC(=O)CCCOc2ccc(Cl)c(C)c2)cc1S(=O)(=O)N1CCOCC1,-14%,1.2,?,?,4%,18µM*,-6%,-0.5%,i
SMILES,HepG2 tox,IL2 activator,A549 tox,TGFb SMAD3 inh,EPAC2 ag,Nrf2 inh,ATXN2 expr inh,Nrf2 activator,S2 tox
O=[N+]([O-])c1ccccc1S(=O)(=O)Nc1ccc(-c2ccc3nncn3n2)cc1,-25%,0.5,10%,-3%,-1%,-19%,-8%,10%,i
CCOC(=O)c1ccc(NC(=O)CCn2c(=O)c3cccn3c3ccccc32)cc1,-4%,.,0%,-3%,.,?,.,4.6%,.
S=c1[nH]nc2sc3ccccc3n12,1%,-0.3,-1%,12%,8%,-5%,11%,3.4%,i
OCC[C@@H]1C[C@H](O)[C@@H](O)[C@@]2(Cc3ccccc3CO2)O1,11%,-1.6,6%,12%,6%,-7%,11%,0.3%,i
O=C(CCc1nnc(-c2ccc(-c3ccccc3)cc2)o1)N1CCCCC1,-24%,-0.5,-2%,-14%,2%,-23%,-31%,-0.6%,i
CCC(=O)N1C(C(=O)NCc2ccc(OC)cc2)CSC1c1ccc(OC)cc1 (stereo not drawn),6%,-2.5,2%,-2%,10%,12%,0%,0.0%,i
CCOc1ccc(-c2nnn(CC(=O)N3CCN(c4ccc(OC)cc4)CC3)n2)cc1OCC,5%,-2.4,24%,-17%,-17%,-5%,-7%,-0.4%,i
O=C(Nc1nc(N2C(=O)c3ccccc3C2=O)n(-c2ccccc2)n1)c1ccccc1,1%,-0.1,-5%,-15%,-8%,13%,3%,0.8%,i
COc1ccc(NC(=O)Cn2c(=O)n(Cc3ccco3)c(=O)c3sc4ccccc4c32)c(OC)c1,-21%,.,-15%,-16%,.,-15%,-10%,0.2%,?
CCOC(=O)c1ccc(NS(=O)(=O)c2cc(-c3nnnn3C(C)C)ccc2OC)cc1,-25%,-3.0,10%,-19%,6%,.,-31%,0.3%,i
Cc1c(NC(=O)C(C)OC(=O)CCOc2ccccc2)c(=O)n(-c2ccccc2)n1C (stereo not drawn),6%,0.9,-1%,-5%,9%,-10%,2%,-0.5%,i
CN(C)C(CNS(=O)(=O)c1ccc2ccccc2c1)c1ccccc1 (stereo not drawn),-23%,0.6,-4%,-29%,0%,-8%,.,0.4%,i
O=C(Nc1ccc(Cl)cc1)c1cccc(NC2=NC3CS(=O)(=O)CC3S2)c1 (stereo not drawn),-37%,-0.4,2%,-1%,3%,2%,-2%,3.8%,i
CS/C(=C\[N+](=O)[O-])Nc1ccc(C)cc1,-13%,3.7,-1%,-3%,3%,-10%,-18%,5.5%,i
CCCNC(=O)CSc1nnc(-c2ccccc2Br)n1-c1cccc(C(F)(F)F)c1,-15%,-2.6,-11%,-1%,-1%,-2%,1%[11.3 µM],3.6%,i
CC(=O)N1CCN(c2ccc([N+](=O)[O-])cc2)CC1,-3%,1.2,-13%,5%,4%,0%,-5%,2.3%,?
COC(=O)C1(C)NC(c2ccc(OC)cc2)C2C(=O)N(c3ccccc3)C(=O)C21 (stereo not drawn),-1%,-1.5,-11%,-15%,4%,-6%,.,-0.9%,i
Cc1ccc2c(CN3CCN(S(=O)(=O)c4ccc(Cl)cc4)CC3)cc(=O)oc2c1C,-3%,0.0,-10%,7%,2%,?,-27%,0.2%,i

# Some of these compounds in order of SMILES length, ascending.
SMILES,HepG2 tox,IL2 activator,A549 tox,TGFb SMAD3 inh,EPAC2 ag,Nrf2 inh,ATXN2 expr inh,Nrf2 activator,S2 tox
S=c1[nH]nc2sc3ccccc3n12,1%,-0.3,-1%,12%,8%,-5%,11%,3.4%,i
CS/C(=C\[N+](=O)[O-])Nc1ccc(C)cc1,-13%,3.7,-1%,-3%,3%,-10%,-18%,5.5%,i
CC(=O)N1CCN(c2ccc([N+](=O)[O-])cc2)CC1,-3%,1.2,-13%,5%,4%,0%,-5%,2.3%,?
CN(C)C(CNS(=O)(=O)c1ccc2ccccc2c1)c1ccccc1 (stereo not drawn),-23%,0.6,-4%,-29%,0%,-8%,.,0.4%,i
O=C(CCc1nnc(-c2ccc(-c3ccccc3)cc2)o1)N1CCCCC1,-24%,-0.5,-2%,-14%,2%,-23%,-31%,-0.6%,i
CCC(=O)N1C(C(=O)NCc2ccc(OC)cc2)CSC1c1ccc(OC)cc1 (stereo not drawn),6%,-2.5,2%,-2%,10%,12%,0%,0.0%,i
CCOC(=O)c1ccc(NC(=O)CCn2c(=O)c3cccn3c3ccccc32)cc1,-4%,.,0%,-3%,.,?,.,4.6%,.
O=C(Nc1ccc(Cl)cc1)c1cccc(NC2=NC3CS(=O)(=O)CC3S2)c1 (stereo not drawn),-37%,-0.4,2%,-1%,3%,2%,-2%,3.8%,i
CCOC(=O)c1ccc(NS(=O)(=O)c2cc(-c3nnnn3C(C)C)ccc2OC)cc1,-25%,-3.0,10%,-19%,6%,.,-31%,0.3%,i
Cc1ccc2c(CN3CCN(S(=O)(=O)c4ccc(Cl)cc4)CC3)cc(=O)oc2c1C,-3%,0.0,-10%,7%,2%,?,-27%,0.2%,i
COc1ccc(NC(=O)Cn2c(=O)n(Cc3ccco3)c(=O)c3sc4ccccc4c32)c(OC)c1,-21%,.,-15%,-16%,.,-15%,-10%,0.2%,?

# Laid out differently: entries from further up.
smiles	HepG2 tox	IL2 activator	A549 tox	TGFb SMAD3 inh	EPAC2 ag	Nrf2 inh	ATXN2 expr inh	Nrf2 activator	S2 tox
OCC[C@@H]1C[C@H](O)[C@@H](O)[C@@]2(Cc3ccccc3CO2)O1	11%	-1.6	6%	12%	6%	-7%	11%	0.3%	i
CCC(=O)N1C(C(=O)NCc2ccc(OC)cc2)CSC1c1ccc(OC)cc1 (stereo not drawn)	6%	-2.5	2%	-2%	10%	12%	0%	0.0%	i
